DRD3 agonist – D3 dopamine receptor (human) agonism | P35462 | D3R DiscoveRx beta-arrestin cells, luminescence, 90 min | max activation, % | 410,000 compounds, 0.58% hits | AID 652048; in the data active means max activation above about 30%; further: 0% is about no effect; mostly tested at two doses, the higher about 12 µM
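Cells at 1500/well, incubated overnight, then treated with pinned compounds (dopamine as control) for 90 min at 37 degrees C. DiscoveRx reagent added for 30 - 60 minutes at room temperature; luminescence read.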
EPAC2 agonist – agonists of human EPAC2 (RAPGEF4); Q8WZA2; EPAC2 activation, biochemical qHTS; response scale: 100% = 6.5 mM cAMP response; Potency, µM (highest dose often 154 µM), inactives show top-dose activation, hits mostly activators; 360,000 compounds, 0.079% hits; AID 720711; further: potency means the concentration at half of the fitted maximal effect; nearly all actives have a fitted effect of over 50% in size
Target sequence (Q8WZA2 whole entry, looked up): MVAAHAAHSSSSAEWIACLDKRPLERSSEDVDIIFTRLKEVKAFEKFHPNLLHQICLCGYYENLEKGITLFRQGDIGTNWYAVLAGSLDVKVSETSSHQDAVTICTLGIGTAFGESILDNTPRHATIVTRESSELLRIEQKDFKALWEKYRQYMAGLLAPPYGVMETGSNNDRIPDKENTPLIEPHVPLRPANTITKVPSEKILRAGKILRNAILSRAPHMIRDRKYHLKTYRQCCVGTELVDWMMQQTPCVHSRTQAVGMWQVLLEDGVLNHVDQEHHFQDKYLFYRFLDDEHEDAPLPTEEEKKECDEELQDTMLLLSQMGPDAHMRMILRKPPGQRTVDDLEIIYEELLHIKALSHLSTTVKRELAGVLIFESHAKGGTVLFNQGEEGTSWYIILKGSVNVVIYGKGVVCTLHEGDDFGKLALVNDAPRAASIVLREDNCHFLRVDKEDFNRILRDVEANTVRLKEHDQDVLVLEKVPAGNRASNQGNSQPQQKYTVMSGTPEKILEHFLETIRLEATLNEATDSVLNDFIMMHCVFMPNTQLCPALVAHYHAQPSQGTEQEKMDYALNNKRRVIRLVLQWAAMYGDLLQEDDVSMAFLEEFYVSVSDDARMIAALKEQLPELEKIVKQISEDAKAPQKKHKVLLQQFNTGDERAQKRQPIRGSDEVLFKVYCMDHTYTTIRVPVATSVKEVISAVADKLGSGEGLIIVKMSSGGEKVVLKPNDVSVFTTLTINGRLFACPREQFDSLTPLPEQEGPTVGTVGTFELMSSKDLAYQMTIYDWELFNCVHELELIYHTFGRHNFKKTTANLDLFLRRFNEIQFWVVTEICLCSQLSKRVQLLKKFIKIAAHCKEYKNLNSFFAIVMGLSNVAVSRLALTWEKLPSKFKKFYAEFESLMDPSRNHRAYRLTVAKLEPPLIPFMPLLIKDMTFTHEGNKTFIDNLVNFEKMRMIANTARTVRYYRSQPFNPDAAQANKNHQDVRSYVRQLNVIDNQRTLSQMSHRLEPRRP
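Guanine nucleotide exchange by EPAC2 is measured as reduced fluorescence of BODIPY-GDP once it is released from 250 nM Rap1B. Plates are read kinetically for 30 min at room temperature; results are scaled to 6.5 mM cAMP.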
EPAC2 antag – blocks human EPAC2 exchange factor; Q8WZA2; EPAC2 GEF exchange of Rap1B-BODIPY-GDP, fluorescence; Potency, µM (titrated, usually from 114 µM), inactives show top-dose activity, negative = inhibition, hits mostly inhibitors; 360,000 compounds, 0.18% hits; further: potency means the concentration at half of the fitted maximal effect; on the % scale 0 is the no-effect control and ±100 the full control effect; nearly all actives have a fitted effect of over 45% in size; many of its hits are not listed in these tables
Abeta yeast res – compounds reversing amyloid beta toxicity in yeast; yeast expressing A-beta42, growth rescue, OD600, 48 h; response scale: 0% DMSO, 100% iron-clioquinol control; Potency, µM (top dose mostly 46.1 µM), inactives show at the highest dose growth rescue, usual class: activators; 410,000 compounds, 0.063% hits; AID 1347071; further: potency means the concentration at half of the fitted maximal effect; nearly all actives have a fitted effect of over 55% in size
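Growth rescue measured by 600 nm absorbance after 48 h yeast culture at 30 C with compound. Values normalized between DMSO and an equimolar ferric chloride plus clioquinol control.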
D3 antag – blocks the human D3 dopamine receptor; P35462; D3R cells, DiscoveRx beta-arrestin luminescence, antagonist mode; hits give low values; max response, negative = inhibition, %; 360,000 compounds, 2.5% hits; in the data active means max response below about -50%; inconclusive means no clear call, values can overlap the other calls; further: on the % scale 0 is the no-effect control and ±100 the full control effect; mostly tested at two doses, the higher about 12 µM
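Cells plated overnight at 1500 cells/well, then exposed to library compounds with dopamine controls for 90 minutes at 37 degrees C. DiscoveRx reagent added for 30–60 minutes at room temperature; luminescence read, quantitative HTS format.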
TDP-43 yeast inh – TDP-43 toxicity inhibition in yeast. TDP-43 expressing yeast growth rescue, BacTiter-Glo, 24 h. Potency, µM (top dose mostly 46.1 µM), for inactives: at the highest dose growth rescue (activation), most hits filed as activators. 410,000 compounds, 1.8% hits. AID 652104; further: potency means the concentration at half of the fitted maximal effect; % of control where 0% means no effect; nearly all actives have a fitted effect of over 50% in size
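In this qHTS, compounds that restore growth of yeast expressing TDP-43 appear as activators. Cells (OD600=0.02, galactose medium, raffinose-pregrown) are incubated with compound 24 hr at 30 deg C and growth is quantified by BacTiter-Glo.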
FUS yeast rescue – suppressors of FUS proteinopathy in yeast | 390,000 compounds, 0.24% hits | Potency, µM (doses to about 76.6 µM), for the others: at the top dose growth rescue (activation), actives largely listed as activators | S. cerevisiae FUS-expressing, growth rescue, OD600, 24 h;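 further: potency means the concentration at half of the fitted maximal effect; plate controls were DMSO vehicle for no effect and reference control for full effect; nearly all actives have a fitted effect of over 55% in size; some results filed as inactive show a strong effect at the top dose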
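Galactose (2%) drives FUS expression in yeast precultured in raffinose; seeding density OD 0.005. Test compounds incubated 24hr at 30C and 99% humidity before absorbance at 600 nm was measured.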
aSyn rescue – alpha-synuclein toxicity inhibition in yeast; 370,000 compounds, 0.14% hits; Potency, µM (doses to about 46.1 µM), without a hit: at the highest dose growth rescue (activation), actives largely listed as activators; AID 652106; Yeast expressing alpha-synuclein, growth rescue, BacTiter-Glo, 24 h; further: potency means the concentration at half of the fitted maximal effect; % of control where 0% means no effect; nearly all actives have a fitted effect of over 65% in size
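Galactose-induced alpha-syn yeast (OD600=0.02, raffinose-pregrown) + pinned cpd, 24 hr, 30 deg C; growth by BacTiter-Glo luminescence. Growth restoration scores as activation.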
* marks the source's active call; other numbers are inactive results; u = inconclusive; x = not tested or not shown; & = joins results of further samples; [ ] = remark or other dose. Unless noted, the call rests on the fitted dose curve; in most records, active means well fitted curve in the direction sought with a large enough effect; inconclusive means small, poorly fitted or top-dose-only effect, or another doubt; inactive means no such curve, though single readings can be large; an effect the other way counts as inactive or inconclusive. These rows are one share of the data. The share of hits here may be higher or lower than overall.

Compound	DRD3 agonist	EPAC2 agonist	EPAC2 antag	Abeta yeast res	D3 antag	TDP-43 yeast inh	FUS yeast rescue	aSyn rescue
COc1cc(NC(=O)COc2ccc([N+](=O)[O-])cc2)ccc1NC(=O)c1ccco1	0.7	2.7%	-4.6%	1.0%	-3.6	10.3%	-42.9%	1.1%
CCOc1ccccc1-n1c(=O)c2ccccc2c2ccccc2c1=O	-4.1	-3.8%	-20.7%	7.6%	6.9	u	x	6.3%
COc1ccc(-n2c(-c3ccco3)nc3c(cnn3-c3ccccc3C)c2=O)cc1	5.3&-11.5	7.5%	5.0%	-14.4%&-18.1%	0.5	-16.5%&-0.6%	12.4%&12.1%	-4.3%
COc1cc(/C=C2/C(=O)ON=C2C)ccc1OCc1cccc(F)c1	5.7	-0.5%	0.8%	u	17.9	14.9%	-5.5%	0.2%
O=C(Nc1ccc(S(=O)(=O)N2CCCCC2c2cccnc2)cc1)c1ccccc1F (stereo unspecified)	-0.5	7.3%	-21.7%	9.2%	16.4	22.7%	-3.3%	4.6%
Cc1cccc(NC2CCCCC2NS(=O)(=O)c2ccccc2)c1 (stereo unspecified)	1.1	-1.4%	-13.8%	2.5%	6.8	-7.8%	12.2%	u
Cc1noc(C)c1C(=O)OCC(=O)NC1CCCCC1C (stereo unspecified)	-6.8	11.0%	-18.7%	10.0%	0.0	2.7%	16.6%	-8.3%
CCCSc1nnc(NC(=O)c2sc3nc(-c4cccs4)ccc3c2N)s1	-5.6	u	14.0%	10.2%	27.3	-8.5%	12.6µM*	1.6%
CSCc1cc(N2CCOCC2)nc(-c2ccccc2)n1	0.5	10.5%	-12.0%	0.9%	1.9	-3.0%	2.2%	0.3%
CC(C)c1ccc(NC(=O)[C@@H]2CCC(=O)N2C2OC(=O)c3ccccc32)cc1 (stereo partly specified)	-6.6	1.8%	-4.6%	-15.2%	0.0	12.6%	1.5%	-0.5%
Cc1cc(SCC(=O)NC2CC2)nc2ccccc12	-2.6	-0.7%	-2.4%	15.5%	-23.8	u	3.1%	7.0%
Cc1ccc(Cn2nnc3c(=O)[nH]c(C4CCN(S(=O)(=O)c5ccc(C)cc5)CC4)nc32)cc1	6.8	15.7%	-7.4%	4.1%	17.7	-3.6%	u	7.5%
CC(=O)C(Sc1nnnn1-c1ccc(O)cc1)c1ccccc1 (stereo unspecified)	0.8	8.1%	u	18.3%	-10.1	u	14.9%	7.5%
O=C(NCc1cccnc1)c1cc(C2CCCN(S(=O)(=O)c3cccs3)C2)on1 (stereo unspecified)	15.9	4.8%	0.2%	-9.2%	14.3	12.2%	-4.1%	9.0%
[O-]/[N+](=C/c1ccccc1)c1ccccc1	3.3	4.1%	10.5%	-1.6%	u	0.0%	-24.1%	-5.7%
Cc1ccc(Nc2nc(-c3ccncc3)nc3ccccc23)cc1	15.6	-4.0%	1.0%	-1.5%	6.5	8.4%	15.0%	3.6%
O=S(=O)(c1ccc(-c2n[nH]c(=S)o2)cc1)N1CCCCC1	2.6	6.8%	-0.4%	-3.4%	-2.0	0.0%	16.4%	-8.1%
CC(C)C1Cc2[nH]c(=S)[nH]c(=O)c2C(c2ccc(Cl)cc2)O1 (stereo unspecified)	8.3	15.6%	-16.3%	20.9%	20.9	29.5%	7.8%	-0.7%
O=C(Nc1ccc(N2CCOCC2)c(S(=O)(=O)Nc2ccc(Cl)cc2)c1)c1cnccn1	-1.7	5.5%	4.6%	2.1%	4.0	-15.1%	u	15.9%
Cn1nnc(NC(=S)NC(=O)c2ccc3ccccc3c2)n1	1.6	2.2%	-9.4%	6.6%	1.6	u	-11.2%	-1.8%
COCCn1c(SCC(=O)Nc2ccc(OC)cc2OC)nc2ccccc2c1=O	2.7	10.8%	2.1%	-7.5%	-3.4	-6.3%	-21.2%	0.0%
O=C(CCS(=O)(=O)Cc1ccccc1F)NCCc1ccc(Cl)cc1	1.5	-3.0%	-0.2%	-3.3%	6.8	3.4%	-11.6%	-0.9%
COc1cccc(CNC(=O)c2nc(Cn3nc(C)c(Br)c3C)no2)c1	-0.4	x	x	-12.1%	x	29.6%	29.0%	x
Cc1ccc(C(=O)N(Cc2ccco2)Cc2sccc2C)cc1	5.7	x	x	1.0%	x	16.8%	18.2%	x
C=CC[C@@H](Cc1ccc(F)cc1)C(=O)OC[C@@H]1CCCN1C(=O)[C@@H](CC=C)CC(=O)N[C@H](CO)Cc1ccccc1	-9.4	0.6%	-28.1%	0.5%	u	3.5%	u	-7.4%
CC1(C)CC(=O)C2=C(C1)OC(N)=C([N+](=O)[O-])C2c1ccc(C#N)s1 (stereo unspecified)	-7.2	0.7%	-6.5%	1.7%	-24.8	4.3%	16.8%	3.3%
CC1CCCCN1C(=O)Cn1cc(C#N)c2ccccc21 (stereo unspecified)	5.4	-4.5%	3.6%	15.7%	0.1	4.9%	9.0%	-14.3%
COC1(OC)N=C(NC(=O)Nc2ccccc2)C2(C#N)C(c3ccccc3)C12C#N (stereo unspecified)	3.0	-9.0%	7.9%	u	-4.1	22.5%	-11.9%	-9.4%
Cn1c(N2CCN(C(=O)NCc3ccccc3)CC2)nc2ccccc21	-9.2	4.4%	3.5%	13.8%	7.4	-2.6%	9.5%	-0.7%
CC(=O)c1c(C)[nH]c(C(=O)NC(C)c2ccccc2)c1C (stereo unspecified)	-3.0	4.7%	-6.5%	-1.6%	5.5	26.4%	-12.7%	0.8%

The list continues.
Compound	DRD3 agonist	EPAC2 agonist	EPAC2 antag	Abeta yeast res	D3 antag	TDP-43 yeast inh	FUS yeast rescue	aSyn rescue
COCCC1CCCCN1C(=O)c1cc(COc2cccc(C(C)=O)c2)on1 (stereo unspecified)	20.0	11.1%	0.1%	1.9%	22.0	2.3%	-10.3%	6.5%
O=C(Cn1c(=O)[nH]c2sc3c(c2c1=O)CCCC3)NCC1CCCO1 (stereo unspecified)	0.1	1.8%	2.4%	1.2%	23.6	15.5%	-12.3%	1.2%
Cc1ccc(NC(=O)CN2CCc3cc4c(cc3C2C)OCCCO4)cc1 (stereo unspecified)	-6.6	14.4%	-11.4%	10.7%	-2.8	-1.0%	11.8%	-0.5%
C/C(=N/NC(=O)Nc1ccccc1)c1ccc(C)cc1	-1.1	-3.3%	14.4%	-7.7%	5.3	-15.7%	32.2%	-3.6%
Cc1ccc(NC(=O)C(=O)c2ccc(C)cc2)cc1	-1.5	8.0%	8.4%	0.4%	-0.9	10.3%	-2.1%	-7.5%
CCC(CO)NCc1ccc(OCC(O)c2ccccc2)c(OC)c1 (stereo unspecified)	0.7	7.5%	-2.8%	0.5%	8.6	8.8%	-7.4%	1.1%
O=C(Nc1nncs1)c1cc(S(=O)(=O)N2CCOCC2)ccc1Cl	4.9	3.9%	9.6%	-12.9%	8.1	-21.1%	9.5%	-3.6%
COc1cccc(CN2CCN(C(=O)c3ccco3)CC2)c1	37.4*	15.6%	1.5%	4.6%	-25.0	-26.9%	-21.2%	-6.2%
Cc1cccc(C(=O)O[C@@H]2[C@H](Cc3ccccc3)NS(=O)(=O)[C@H]3C[C@@H]4C=C[C@]23O4)c1	51.6*	10.5%	-17.2%	8.7%	-5.9	4.2%	23.1%	u
Cc1ccc(OC(=O)c2cncc(Br)c2)c(C)c1	-2.6	9.4%	-22.5%	-14.0%	84.1	-0.9%	-16.3%	-7.1%
Cc1cc(=O)[nH]c(N)n1	-11.8	1.3%	-13.4%	2.3%	13.8	-4.2%	-23.9%	9.6%
O=C(c1ccccc1)N(Cc1ccccc1)Cc1ccccc1	-3.4	27.3%	u	-2.5%	-28.6	18.1%	9.6%	12.5%
CCOc1ccc(C(=O)N[C@H](C(=O)N2CCN(c3ncccn3)CC2)C(C)C)cc1	3.0	3.2%	2.0%	9.9%	15.8	20.6%	-18.8%	9.9%
O=C(Nc1cc(Cl)ccc1Cl)C1Cc2ccccc2O/C1=N\O (stereo unspecified)	8.9	3.8%	-1.0%	u	-16.6	u	14.7%	u
Cc1nn(C)c(Cl)c1NC(=O)OCc1ccccc1	0.4	0.3%	3.2%	15.6%	22.0	19.0%	0.0%	x
CN(C)c1ccc(/C=C/C=N/Nc2nc(N3CCOCC3)nc(N3CCOCC3)n2)cc1	5.8	3.1%	2.6%	-14.8%	27.6	21.7%	2.2%	-3.4%
CN(C)S(=O)(=O)c1ccc(NC(=O)c2ccccn2)cc1	1.0	2.2%	14.7%	11.5%[9.22 µM]	0.0	-9.8%	-17.1%	-10.9%
O=C(CN1CCN(c2ccc(F)cc2)CC1)Nc1cccnc1Cl	-0.9	6.4%	-2.6%	-2.7%	5.5	14.6%	25.5%	-2.2%
CCOc1ccc(NC(=O)c2oc3ccccc3c2NC(=O)C(C)(C)C)cc1	7.5	x	x	5.6%	x	6.2%	-11.2%	x
CSc1ccccc1C(=O)N1CCN(c2cccc(Cl)c2)CC1	-7.1	12.4%	-29.3%	11.0%	-15.3	u	34.0%	-1.2%
CCSc1nnc(CCNS(=O)(=O)c2ccc(C(C)=O)cc2)n1C	-1.2	16.7%	-1.4%	-9.8%	-17.5	-6.7%	-7.5%	0.5%
COC(=O)[C@@H](NCc1cccc(CN[C@H](C(=O)OC)c2ccccc2)c1)c1ccccc1	0.2	-1.4%	1.7%	7.2%	7.6	7.9%	-11.8%	-5.1%
CCN(CC)c1ccc(C(=O)O)cc1	1.4	0.2%	-9.8%	-7.9%	7.9	9.4%	-31.3%	16.5%
CC1C(=O)N(Cc2cn(Cc3ccco3)nn2)CCS(=O)(=O)N1Cc1ccc(-c2ccccc2)cc1 (stereo unspecified)	2.1	5.7%	-3.2%	4.0%	5.2	25.8%	u	7.6%

Quoted at random: two entries already listed
Compound	DRD3 agonist	EPAC2 agonist	EPAC2 antag	Abeta yeast res	D3 antag	TDP-43 yeast inh	FUS yeast rescue	aSyn rescue
CC1C(=O)N(Cc2cn(Cc3ccco3)nn2)CCS(=O)(=O)N1Cc1ccc(-c2ccccc2)cc1 (stereo unspecified)	2.1	5.7%	-3.2%	4.0%	5.2	25.8%	u	7.6%
CN(C)c1ccc(/C=C/C=N/Nc2nc(N3CCOCC3)nc(N3CCOCC3)n2)cc1	5.8	3.1%	2.6%	-14.8%	27.6	21.7%	2.2%	-3.4%

Assay outcomes deposited in PubChem by National Center for Advancing Translational Sciences (NCATS).
